# Compound activity: PubChem, National Center for Advancing Translational Sciences (NCATS)
# AMA1-RON2 inh: qHTS for Inhibitors of AMA1-RON; Towards Development of Antimalarial Drug Lead: Primary Screen; Plasmodium falciparum AMA1 (3D7) - RON2 peptide interaction; AID 720542, 2013; 360,000 compounds, 0.2% hits; AlphaScreen AMA1-biotinylated RON2 peptide binding; Potency, µM (doses to about 58.2 µM), inactives show top-dose activity change, negative = inhibition, actives largely listed as inhibitors;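 note: potency is the fitted concentration of half-maximal effect; 0% = vehicle wells and -100% = peptide control; nearly all actives have a fitted effect of over 45% in size; some results filed as inactive show a strong effect at the top dose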
#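 AMA1 (3D7) with his tag at 25 nM final met compounds first, then biotinylated RON2 peptide at 25 nM; detection used donor plus acceptor beads, 10 µg/mL apiece, read by AlphaScreen after 30 min at room temperature.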
# AmpC inh detg: qHTS Inhibitors of AmpC Beta-Lactamase (assay with detergent); AmpC hydrolysis of nitrocefin, absorbance 480 nm, 0.01% Triton; 370,000 compounds, 0.041% hits; P00811; Potency, µM (titrated, usually from 114 µM), inactives show at the highest dose activity change, negative = inhibition, most hits filed as inhibitors;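 note: potency is the fitted concentration of half-maximal effect; 0% = no-compound wells and -100% = no-enzyme wells; nearly all actives have a fitted effect of over 25% in size; some results filed as inactive show a strong effect at the top dose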
# Target sequence (P00811 whole entry, looked up): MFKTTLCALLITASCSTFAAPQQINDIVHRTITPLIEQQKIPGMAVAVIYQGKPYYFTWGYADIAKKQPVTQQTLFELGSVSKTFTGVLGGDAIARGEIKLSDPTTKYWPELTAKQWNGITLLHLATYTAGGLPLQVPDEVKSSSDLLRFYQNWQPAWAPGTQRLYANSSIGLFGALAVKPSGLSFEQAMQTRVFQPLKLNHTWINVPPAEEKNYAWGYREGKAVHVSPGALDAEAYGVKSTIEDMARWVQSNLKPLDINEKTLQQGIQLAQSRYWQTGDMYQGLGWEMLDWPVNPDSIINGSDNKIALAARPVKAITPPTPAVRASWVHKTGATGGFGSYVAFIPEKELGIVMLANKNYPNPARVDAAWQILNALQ
#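 AmpC (5.3 nM in the dispensed reagent) in 20 mM phosphate pH 7.0 with 0.01% (detergent screen) or 0.0001% Triton X-100 was preincubated with compounds for 15 min at room temperature. Nitrocefin was then added from an 800 uM solution, and hydrolysis was followed at 480 nm.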
# FBPA Giardia inh: qHTS Assay for Inhibitors of Fructose-1,6-bisphosphate Aldolase from Giardia Lamblia; purified Giardia FBPA; Potency, µM (titrated, usually from 59.6 µM), without a hit: top-dose activity, negative = inhibition, hits mostly inhibitors; 290,000 compounds, 0.71% hits; AID 2451, 2010; note: potency is the fitted concentration of half-maximal effect; nearly all actives have a fitted effect of over 55% in size
# Target sequence (A8B2U2 whole entry, looked up): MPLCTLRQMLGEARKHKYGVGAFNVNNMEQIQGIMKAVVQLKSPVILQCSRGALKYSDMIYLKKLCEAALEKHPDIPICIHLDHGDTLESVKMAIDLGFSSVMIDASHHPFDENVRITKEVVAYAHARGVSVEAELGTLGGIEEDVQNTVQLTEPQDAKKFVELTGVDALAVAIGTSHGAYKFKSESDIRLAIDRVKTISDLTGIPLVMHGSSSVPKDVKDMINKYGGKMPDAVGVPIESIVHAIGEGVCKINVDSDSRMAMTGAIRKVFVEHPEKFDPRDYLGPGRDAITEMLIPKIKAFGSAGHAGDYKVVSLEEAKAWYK
#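 40 nM FBPA preincubated 10 min at RT with compound (up to 57.5 uM final), then substrate plus GAPDH/TPI/NAD/arsenate coupling and diaphorase/resazurin added. Fluorescence read after 20 min at RT, 525/598 nm.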
# HCMV antiviral: qHTS Assay for inhibitors of the human cytomegalovirus (HCMV) | HFF cells, HCMV-luciferase reporter, 72 h; hits give low values | activity change, negative = inhibition, % at 57.5 µM | 410,000 compounds, 4.5% hits | AID 1259415, 2018; in the data active = activity change below about -60%; inconclusive = no clear call, values can overlap the other calls; inactive = above about -39%
#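 Inhibition of viral replication was scored as loss of reporter luminescence in HFFs infected with HCMV-luciferase (MOI 1 PFU/cell) for 72 h; compounds tested at 2 doses, normalized to buffer and Salinomycin controls.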
# Sm TGR inh: qHTS Assay for the Inhibitors of Schistosoma Mansoni Peroxiredoxins; Schistosoma mansoni thioredoxin glutathione reductase (TGR), Q962Y6; purified TGR, DTNB reduction, TNB absorbance 405 nm; Potency, µM (titrated, usually from 114 µM), inactives show at the top dose activity change, negative = inhibition, actives largely listed as inhibitors; 360,000 compounds, 3% hits; AID 485364, 2010; note: potency is the fitted concentration of half-maximal effect; nearly all actives have a fitted effect of over 60% in size
#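 TGR 20 nM + NADPH 100 uM (dispensed conc.), cpd preinc 15 min RT; start with NADPH (500 uM addition) then DTNB (15 mM addition). Kinetic TNB absorbance, 405 nm filter. Four-parameter Hill fit across titration.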
# AmpC inh no detg: qHTS Inhibitors of AmpC Beta-Lactamase (assay without detergent). P00811. AmpC nitrocefin hydrolysis, absorbance 480 nm, 0.0001% Triton. Potency, µM (series often up to 57.1 µM), for inactives: top-dose activity change, negative = inhibition, hits mostly inhibitors. 330,000 compounds, 0.52% hits. AID 485341, 2010;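 note: potency is the fitted concentration of half-maximal effect; plate controls were no compound for no effect and no enzyme for full effect; nearly all actives have a fitted effect of over 20% in size; some results filed as inactive show a strong effect at the top dose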
#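 AmpC (5.3 nM in the dispensed reagent) in 20 mM phosphate pH 7.0 with 0.01% (detergent screen) or 0.0001% Triton X-100 was preincubated with compounds for 15 min at room temperature. Nitrocefin was then added from an 800 uM solution, and hydrolysis was followed at 480 nm.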
# Numbers without * were called inactive; ? = inconclusive; · = not tested or not shown; & = joins results of further samples; [ ] = remark or other dose. Unless noted, calls come from the whole dose curve; as a rule, active = well fitted curve in the direction sought with a large enough effect; inconclusive = small, poorly fitted or top-dose-only effect, or another doubt; inactive = no such curve, though single readings can be large; an effect the other way counts as inactive or inconclusive. Unless noted, % is set by controls: 0 for no effect and ±100 for the full control effect.
# The line under a structure holds: AMA1-RON2 inh | AmpC inh detg | FBPA Giardia inh | HCMV antiviral | Sm TGR inh | AmpC inh no detg
Cc1sc2ncn(CC(=O)NCCCC(=O)N3CCC4(CC3)OCCO4)c(=O)c2c1C
 : 2% | -4% | 0% | -5 | 2% | 64%[activator]
CS(=O)(=O)N(CC(=O)Nc1cccc([N+](=O)[O-])c1)c1ccccc1
 : 3% | 4% | 1% | -5 | · | -32%
Cc1ccc(C(=O)CC2(O)C(=O)N(Cc3ccccc3Cl)c3ccccc32)o1 (centres undefined)
 : -1% | -2% | 10% | -24 | -13% | -1%
Cc1ccnc(NC(=O)CCC(=O)N(CC(=O)NCc2ccccc2)Cc2ccc(F)cc2)c1
 : -14% | 1% | · | 22 | 5% | 85%[activator]
CC[C@]12c3[nH]c4cc(CCC(=O)N(C)C)ccc4c3CCN1C(=O)[C@@H](CC(=O)NC(C)(C)C)C[C@@H]2C(=O)N1CCN(C(=O)c2ccco2)CC1
 : -2% | · | · | 59 | · | 185%[activator]
O=[N+]([O-])c1ccc(C2CCCC/C2=N\OCc2cccc(F)c2)c([N+](=O)[O-])c1 (centres undefined)
 : ? | -5% | -6% | -15 | -29% | -33%
CSc1nccc(N2CCN(c3ccc(F)cc3)CC2)n1
 : ? | 6% | 0% | ? | -5% | -12%
Cc1ccccc1Cn1ccc(NC(=O)c2cnn3c2NC(c2ccccc2)CC3C(F)(F)F)n1 (centres undefined)
 : 18% | ? | 7% | -17 | 20% | -13%
CCC(C)NC(=O)C1CCN(S(=O)(=O)c2cccc3cccnc23)CC1 (centres undefined)
 : 1% | -4% | 0% | ? | -5% | -15%
COc1cc(C(C)=O)ccc1OCC(=O)c1cc(C)n(C2CC2)c1C
 : -18% | -8% | -6% | 9 | -21% | 34%
O=C(NCC1CCCN(Cc2ccc3nonc3c2)C1)c1ccc(F)cc1 (centres undefined)
 : 3% | -3% | 3% | -14 | -1% | -15%
CCN(CC)S(=O)(=O)c1ccc(N2CCOCC2)c(NC(=O)CC2OC(=O)c3ccccc32)c1 (centres undefined)
 : -14% | 1% | · | · | 0% | 37%
COc1cccc(N2C(=O)C(CC(=O)Nc3cccc(F)c3)N(C(C)C)C2=O)c1 (centres undefined)
 : · | 7% | · | -8 | -3% | ·
CCOC(=O)C1CCN(C(=O)C(C)Sc2nnc3ccccn23)CC1 (centres undefined)
 : 0% | · | · | -6 | · | 0%
Cc1[nH]n(-c2ccccc2)c(=O)c1/C=N/c1ccccn1
 : 0% | -4% | 1% | -1 | -1% | 77%[activator]

# Exported as tab-separated lines: part of the list above.
SMILES	AMA1-RON2 inh	AmpC inh detg	FBPA Giardia inh	HCMV antiviral	Sm TGR inh	AmpC inh no detg
CCN(CC)S(=O)(=O)c1ccc(N2CCOCC2)c(NC(=O)CC2OC(=O)c3ccccc32)c1 (centres undefined)	-14%	1%	·	·	0%	37%
CCOC(=O)C1CCN(C(=O)C(C)Sc2nnc3ccccn23)CC1 (centres undefined)	0%	·	·	-6	·	0%

# (further entries)
# The line under a structure holds: AMA1-RON2 inh | AmpC inh detg | FBPA Giardia inh | HCMV antiviral | Sm TGR inh | AmpC inh no detg
O=C(COC(=O)COc1ccc(Cl)cc1Cl)NC1CCCCCC1
 : -2% | -24% | · | 40 | -2% | 34%
COc1ccc(C(=O)CC(=O)C(=O)Nc2ccc(Cl)cc2)cc1
 : 61%[activator] | -1% | -8% | -19 | -6% | -50%
COc1ccc(CCN(C)CCCC(C#N)(c2cc(OC)c(OC)c(OC)c2)C(C)C)cc1OC (centres undefined)
 : -1% | 0% | -5%&-3% | -32 | -1% | 121%[activator]
O=C(NCCc1ccccc1)C1CCN(C2CCN(Cc3ccc(CO)o3)CC2)CC1
 : -9% | 0% | 0% | 20 | 3% | -6%
Nn1c(SCc2ccc(F)cc2)nnc1-c1cccnc1
 : 4% | -9% | 6% | 21 | 8% | -8%
COc1ccc(C)cc1NC(=O)CCCN1C(=S)NC(C)(C)CC1C (centres undefined)
 : -10% | -5% | -11% | -30 | -10% | -27%
O=C(O)CN1C(=O)/C(=C\c2cc(Br)ccc2OCc2ccccc2Cl)SC1=S
 : 7% | ? | 2% | 24 | ? | -41%
COc1ccc(CN2C[C@H](C)[C@@H](CC(=O)NCc3ccccc3)C2=O)cc1
 : -5% | 9% | -7% | 40 | 1% | 28%
COc1ccc(CC(NC(=O)c2ccccc2)C(=O)NCC(=O)O)cc1 (centres undefined)
 : 4% | ? | 2% | 17 | -1% | -24%
CCOc1ccc2c(c1)/C(=N/N1C(=O)c3ccccc3C1=O)C(=O)N2
 : -5% | -2% | 2% | -40 | 16% | -19%
O=C(c1cnn2c(C(F)(F)F)cc(-c3ccc4c(c3)OCO4)nc12)N1CCCCC1
 : 1% | -15% | 5% | -20 | 1% | -10%
CN(c1ccccc1)S(=O)(=O)c1ccc(C(=O)Nc2nccs2)cc1
 : 36%[activator] | ? | -7% | -7 | -1% | 5%
Cc1ccc(OCC(=O)Nc2ccccc2Sc2ccc(Cl)cc2)c([N+](=O)[O-])n1
 : -5%[2.32 µM] | 3% | ? | -15 | 19% | 11%
COc1ccc(N2Cc3ccccc3C2)cc1Cl
 : 3% | ? | -12% | 63 | 32µM* | -30%
COC(=O)C1=C(c2ccc(F)cc2OCc2ccccc2)C[C@@H]2CC[C@H]1N2C(=O)NCc1ccc2c(c1)OCO2
 : -5% | -2% | · | -26 | -29% | -26%

# Complete entries as entered above.
# `O=C(NCCc1ccccc1)C1CCN(C2CCN(Cc3ccc(CO)o3)CC2)CC1` in the list: AMA1-RON2 inh = -9%; AmpC inh detg = 0%; FBPA Giardia inh = 0%; HCMV antiviral = 20; Sm TGR inh = 3%; AmpC inh no detg = -6%
# `O=C(COC(=O)COc1ccc(Cl)cc1Cl)NC1CCCCCC1` in the list: AMA1-RON2 inh = -2%; AmpC inh detg = -24%; FBPA Giardia inh = ·; HCMV antiviral = 40; Sm TGR inh = -2%; AmpC inh no detg = 34%

# Carrying on.
# The line under a structure holds: AMA1-RON2 inh | AmpC inh detg | FBPA Giardia inh | HCMV antiviral | Sm TGR inh | AmpC inh no detg
CC(C)[C@H](NC(=O)[C@@H]1Cc2ccccc2CN1C(=O)OC(C)(C)C)C(=O)NC1CCCC1
 : 4% | -1% | · | -32 | -3% | 30%
COc1ccc(C)c2sc(NC(=O)c3cccc(N4C(=O)CCC4=O)c3)nc12
 : 11% | 4% | · | -21 | -15% | -10%
CN(C)C(=O)CCc1ccc2c3c([nH]c2c1)[C@]1(C)[C@@H](C(=O)N2CCCCC2)C[C@H](CC(=O)NCC24CC5CC(CC(C5)C2)C4)C(=O)N1CC3
 : -14% | · | · | -90* | · | 227%[activator]
O=C(/C=C/Nc1ccc(F)c(Cl)c1)c1ccccc1
 : -3% | 1% | 1% | 98 | -22% | -10%
O=C(c1cccc2c1C(=O)N(Cc1cccnc1)C2)N1CCN(c2ccccc2)CC1
 : -22% | 2% | 1% | -13 | -24% | 16%
COc1ccc(Cl)cc1NC(=O)CN(C)C(=O)c1ccc2c(c1)OCCO2
 : -4% | -19% | · | -9 | 3% | 3%
CCNc1ccc(C(=O)OCC)cc1NC(=O)c1cccc(N(C)C)c1
 : 4% | ? | 16% | ? | -11% | -23%
Cc1ccc(CNC(=O)C(NS(=O)(=O)c2cccs2)C(C)C)cc1 (centres undefined)
 : -4% | 25%&1% | -3% | -23&4 | 9%&1% | -23%
COc1ccc(OCC(O)CNC(=O)Nc2cc(F)ccc2C)cc1 (centres undefined)
 : -1% | 7% | 0% | -18 | 16% | -22%
CC(=O)c1c(C)nn(CC(=O)NC2CCCN(Cc3ccc(CC(C)C)cc3)C2)c1C (centres undefined)
 : -8% | -5% | · | 0 | -22% | 32%
CC(=O)Nc1ccc(N2C(=O)C3C4C=CC(CC4)C3C2=O)cc1 (centres undefined)
 : -6% | 2% | 6% | 11 | -9% | -13%
Fc1ccc(-n2ncc3c(NCCCc4ccccc4)ncnc32)cc1
 : · | -7% | · | 21 | 4% | ·
CCCn1c(SCC(=O)NCCCN2CCCC2=O)nc2ccccc2c1=O
 : 10% | · | · | 13 | · | -1%
Cc1ccccc1C(=O)NC1CCN(CC(=O)NC2CCCCC2)CC1
 : 0% | 1% | 5% | -2 | 0% | 3%
CCn1c2ccccc2c2cc(NC(=O)COc3ccc(C)cc3C)ccc21
 : · | 4% | · | -8 | -2% | ·

# A few values from the results shown.
# In FBPA Giardia inh, CCNc1ccc(C(=O)OCC)cc1NC(=O)c1cccc(N(C)C)c1 is entered as 16%
# In AMA1-RON2 inh, Cc1ccccc1C(=O)NC1CCN(CC(=O)NC2CCCCC2)CC1 is entered as 0%

# The list goes on:
# The line under a structure holds: AMA1-RON2 inh | AmpC inh detg | FBPA Giardia inh | HCMV antiviral | Sm TGR inh | AmpC inh no detg
CCc1nnc(NC(=O)c2cccc(S(=O)(=O)N3CC(c4ccccc4)CC3=O)c2)s1 (centres undefined)
 : 29% | ? | 9% | -7 | -6% | -16%
COc1ccccc1-n1c(SCC(N)=O)nnc1-c1ccccc1
 : 1% | -2% | -6% | 28 | -24% | -5%
Cc1oc(C)c2c(=O)cc(-c3ccc4c(c3)OCO4)cc(OC(=O)c3ccccc3Br)c12
 : · | 0% | · | 7 | 45µM* | ·
COc1ccc(CNC(=O)C/C(C)=N/NC(=O)Cc2ccc(OC)cc2)cc1
 : 25% | 1% | 1% | -33 | 1% | -9%
CN(C(=O)COC(=O)c1ccc(Br)c(S(=O)(=O)N2CCOCC2)c1)C1CCCCC1
 : -2% | · | · | -13 | · | 67%[activator]
Cc1ccc(Cl)c(OCC(=O)NCC(c2cccs2)N2CCOCC2)c1 (centres undefined)
 : -17% | -10% | · | -68* | 0% | 151%[activator]
O=C(O)CCCNC1=NCCC1
 : 1% | ? | -1% | -1 | -2% | -11%
Cc1ccc(SCc2c(C(=O)N/N=C/c3ccccc3)nnn2-c2nonc2N)cc1
 : 1% | -2% | 1% | -19 | -6% | -60%
CC(C)[C@H](NC(=O)c1cccc(S(=O)(=O)N2CCOCC2)c1)C(=O)NCc1ccc(F)cc1
 : -4% | · | · | 9 | · | -4%
CC1=C(C(=O)N2CCCCC2)C(c2ccc(Cl)cc2)n2c(nc3ccccc32)N1 (centres undefined)
 : · | 17% | · | -2 | 4% | ·
Cc1cc(C)nc(NC(=O)CCN2C(=O)c3ccccc3S2(=O)=O)n1
 : 8% | ? | · | -8 | -12% | -9%
O=C(Nc1cccc(S(=O)(=O)NC2=NCCC2)c1)C1CCC1
 : 7% | -3% | 0% | -21 | 5% | -10%
CCc1nccn1C(=O)c1cnn2c(C(F)F)cc(-c3ccc(C)cc3)nc12
 : 7% | -10% | 3% | 137 | -12% | -12%
